High-throughput results: PubChem BioAssay, NCI
Growth percent in the NCI-60 one-dose screen (48 h, 10 µM unless noted): 100 = growth as untreated, 0 = no growth, -100 = all killed.
UACC-62: UACC-62 melanoma. hit rate 5.4% among 81,000. AID 1794756
HOP-92: HOP-92 NSCLC cells; hit rate 6.3% among 71,000; AID 1794738
A549/ATCC: A549/ATCC NSCLC; hit rate 3.7% among 81,000
MALME-3M: MALME-3M melanoma; hit rate 5.8% among 78,000; AID 1794766
HOP-62: HOP-62 NSCLC; hit rate 3.9% among 80,000; AID 1794735
UACC-257: UACC-257 melanoma; hit rate 4.4% among 78,000
M14: M14 melanoma; hit rate 6.2% among 80,000; AID 1794745
EKVX: EKVX NSCLC | hit rate 3% among 71,000
* marks the source's active call; other numbers are inactive results; . = not tested or not shown; & = joins results of further samples. The calls were made as follows: active = growth percent below 10; inactive = the rest.

Sample of the layout (7 entries):
Below each compound: UACC-62	HOP-92	EKVX	M14	HOP-62	MALME-3M	UACC-257	A549/ATCC
> O=S(O)c1ccc(F)cc1
    105	.	.	100	96	102	104	106
> Clc1ccc(COc2ccc(Nc3ncnc4c3sc3ncccc34)cc2)cc1Cl
    97	74	.	107	105	96	100	97
> O=[N+]([O-])c1cccc2ccc(N/N=C/c3ccccc3O)nc12
    95&85	78&68	82&79	107&89	98&85	100&96	85&92	91&97
> Clc1ccc(N=Cc2ccc3c(c2)OCO3)c(Cl)c1
    107	.	98	103	96	.	98	94
> CN=C(NC)N/N=C(C)\C=N\NC(=NC)NC
    98	.	101	101	100	105	100	100
> OC(COc1ccccc1Cl)CN1CCN(c2ccc(Cl)cc2)CC1 (stereo not drawn)
    96	86	106	105	108	110	109	112
> O=c1[nH]c2ccccc2c(=O)c2ccccc12
    112	106	123	103	99	96	121	105

This part in full, from the first entry:
Below each compound: UACC-62	HOP-92	EKVX	M14	HOP-62	MALME-3M	UACC-257	A549/ATCC
> O=S(O)c1ccc(F)cc1
    105	.	.	100	96	102	104	106
> Clc1ccc(COc2ccc(Nc3ncnc4c3sc3ncccc34)cc2)cc1Cl
    97	74	.	107	105	96	100	97
> O=[N+]([O-])c1cccc2ccc(N/N=C/c3ccccc3O)nc12
    95&85	78&68	82&79	107&89	98&85	100&96	85&92	91&97
> Clc1ccc(N=Cc2ccc3c(c2)OCO3)c(Cl)c1
    107	.	98	103	96	.	98	94
> CN=C(NC)N/N=C(C)\C=N\NC(=NC)NC
    98	.	101	101	100	105	100	100
> OC(COc1ccccc1Cl)CN1CCN(c2ccc(Cl)cc2)CC1 (stereo not drawn)
    96	86	106	105	108	110	109	112
> O=c1[nH]c2ccccc2c(=O)c2ccccc12
    112	106	123	103	99	96	121	105
> Clc1ccc(Cc2nc3ccccc3[nH]2)cc1
    85	73	97	106	94	100	108	102
> CCOC(=O)c1csc(NC(=O)Nc2cnc(Nc3ccc(N4CCOCC4)cc3)nc2Oc2ccc(OC)cc2)n1
    58	84	93	80	82	77	99	89
> CCOC(=O)CNC(=O)C(c1ccccc1)c1ccccc1
    107	107	104	90	84	103	83	68

Below each compound: UACC-62	HOP-92	EKVX	M14	HOP-62	MALME-3M	UACC-257	A549/ATCC
> COC(=O)C(C(=O)OC)C(Br)C(Br)C(Br)c1ccccc1 (stereo not drawn)
    81	.	.	104	144	101	83	96
> Clc1nc(N[C@H]2CCCc3ccccc32)c2ccccc2n1
    61	60	34	93	77	89	72	80
> O=C(/C=C\c1ccc(O)c(O)c1)OC1C(O)CC(OC(=O)/C=C/c2ccc(O)c(O)c2)(C(=O)O)CC1O (stereo not drawn)
    107	89	103	93	98	94	104	110
> Cc1ccc(Nc2nnc(-c3cc(-c4cccnc4)n(-c4ccccc4)n3)o2)cc1
    102	.	79	99	115	.	100	89
> CCN(CC)Cc1c(C)[nH]c2ccc(NC(C)=O)cc2c1=O
    110	83	.	104	105	112	111	106
> COc1ccc(-c2cc(-c3cc(OC)ccc3OC)nc(N)c2C#N)cc1
    42	.	71	80	.	37	.	63
> CCC(C)/C=C/C=C/C(O)=C1/C(=O)NC(Cc2ccc(O)cc2)C1=O (stereo not drawn)
    103	86	97	112	.	98	98	99
> Cn1c(/C=C/[N+](=O)[O-])cc2ccccc21
    42	84	46	-70*	77	91	-5.1*	48
> c1ccc2sc(SSN3CC4CCC(CC4)C3)nc2c1
    91	110	106	110	119	101	120	.
> Cc1cccc(C/C=C/C(=O)c2ccc3c(c2)Nc2ccccc2S3)c1
    78	75	80	102	78	61	104	91

Below each compound: UACC-62	HOP-92	EKVX	M14	HOP-62	MALME-3M	UACC-257	A549/ATCC
> O=C(Nc1ccc(F)cc1F)c1cc(F)ccc1O
    -0.3*	-30*	64	26	16	-26*	-8.3*	18
> CC1=NCCN1CCN
    123	.	101	90	115	118	104	106
> COc1ccccc1NC(=O)/C(=C/n1c(=S)[nH]c2ccccc21)C(C)=O
    99	113	103	100	84	.	104	95
> Cc1c(C(=O)OCCO)cc(-c2ccc(Cl)cc2)n1-c1cccc(CO)c1
    93	98	99	105	100	102	95	90
> CCOC(=O)c1c(C)nc2[nH]n(-c3ccccc3)c(=O)c2c1-c1ccc(OC)cc1
    87	96	105	100	104	107	100	100
> CC(C)(O)CCCCOc1ccccc1
    99	.	.	104	117	93	85	83
> O=C(O)/C=C\c1ccc(OC(=O)c2ccccc2)cc1
    102	93	.	99	125	109	100	92
> N#Cc1c(-c2ccco2)cc(-c2cccc(OCC(=O)O)c2)[nH]c1=O
    97	81	84	100	96	91	102	96
> O=c1[nH]cncc1OCc1ccccc1
    95	70	98	98	97	.	104	100
> CC(Nc1c(C#N)cnc2ccc(-c3cnc(N)nc3)cc12)c1ccccc1 (stereo not drawn)
    3.3*	-17*	0.8*	.	11	0.1*	34	12

Below each compound: UACC-62	HOP-92	EKVX	M14	HOP-62	MALME-3M	UACC-257	A549/ATCC
> Cc1ccc(C2=NN3C(C2)c2ccccc2OC3c2ccc(/C=C3\SC(=O)NC3=O)cc2)cc1 (stereo not drawn)
    93	104	93	100	102	110	99	102
> N#C/C(=C\c1ccc(-c2cccc(Cl)c2)o1)c1ccccc1
    73	73	63	87	80	91	99	92
> CCOC(=O)c1c2ccncc2n2c(=O)n(-c3cccc(C)c3)nnc12
    91	109	111	102	90	127	109	101
> COc1ccc(C(=O)c2sc3nc(-c4cc(OC)ccc4OC)cc(-c4ccc(Cl)cc4)c3c2N)cc1
    92	92	92	82	62	47	92	78
> COc1ccc(Nc2ncnc3c2c(C)nn3-c2ccccc2)cc1
    99	82	94	.	97	105	112	96
> CC(C)NCC1CCc2cc(CO)c([N+](=O)[O-])cc2N1 (stereo not drawn)
    95	99	100	96	96	106	122	.
> Clc1cccc(-c2cnn3cc(-c4ccccc4)cnc23)c1
    69	79	91	90	82	93	92	87
> CCOC(=O)CSc1nc2ccccc2c(=O)n1CCc1ccc(S(N)(=O)=O)cc1
    103	94	97	97	97	99	101	102
> NC(COCc1ccccc1)C(=O)O (stereo not drawn)
    .	91	100	95	100	99	95	96
> CCc1ccc(C2CC(c3ccc4c(c3)OCO4)=NN2c2ccc(S(N)(=O)=O)cc2)cc1 (stereo not drawn)
    64	.	66	82	87	109	91	45

Below each compound: UACC-62	HOP-92	EKVX	M14	HOP-62	MALME-3M	UACC-257	A549/ATCC
> Oc1ccccc1/C=N/N=C\c1ccccc1Cl
    92	78	76	91	.	103	104	101
> O=S(=O)(Nc1nc2ccc(C(F)(F)F)cc2s1)c1ccccc1
    83	57	102	95	92	86	90	96
> NNC(=O)/C(=C\c1ccccc1[N+](=O)[O-])CC(=O)c1ccc(Cl)c(Cl)c1
    59	87	75	98	83	87	90	87
> CC1(C)CC[C@]2(CO)CC[C@]3(C)C(=CC[C@@H]4[C@@]5(C)C[C@H](O)CC(C)(C)[C@@H]5CC[C@]43C)[C@@H]2C1
    97	109	94	.	124	108	118	101
> COc1ccc(-c2oc(=O)n(C)c2-c2ccc(OC)cc2)cc1
    85	83	92	116	113	109	103	94
> CCN(CC)CCCNc1nc(SC)nc(-c2cccc(N)c2)c1C#N
    96	94	94	99	94	99	107	102
> CCNS(=O)(=O)NCC
    .	.	.	114	110	.	92	94
> CN(C)S(=O)(=O)c1ccccc1N=C=S
    96	87	112	105	99	118	97	103
> O=[N+]([O-])c1cnc(Sc2ccncn2)c([N+](=O)[O-])c1
    .	.	.	97	99	-53*	-9.5*	98
> CCCCCCCCNc1ccc(C(=O)OCC)cc1
    95	.	.	115	102	110	101	96

Below each compound: UACC-62	HOP-92	EKVX	M14	HOP-62	MALME-3M	UACC-257	A549/ATCC
> CCN(CC)c1cc(Cl)ccc1C
    101	.	97	101	103	97	99	100
> COC(=O)c1sc2nc(N)c(C#N)c(C(=O)c3ccccc3)c2c1N
    92	83	99	114	101	102	99	97
> COc1ccc(/C=N\NC(=O)CCCC(=O)N/N=C/c2ccc(OC)c(O)c2)cc1O
    92	87	112	102	106	101	101	99
> O=C(/C=C/c1ccco1)c1ccc(Cl)cc1
    91	.	110	101	109	120	87	88
> NC(=O)c1c(Cl)cccc1Cl
    95	103	106	102	98	89	106	116
> O=C(Nc1ccc(CN2CCOCC2)cc1)c1ccc(-c2ccc(Br)cc2)o1
    90	.	.	105	122	107	107	99
> O=C(CN1CCCCC1)Nc1ccc(-c2nc3ccccc3s2)cc1
    94	56	.	106	92	109	98	94
> CCOc1ccc(-c2nc(NC(=O)c3cccc(S(C)(=O)=O)c3)sc2C)cc1
    83	82	.	102	88	91	104	99
> CCn1cc(C(=O)O)c(=O)c2cc(F)c(N3CCN(CC(=O)Nc4ccc(S(N)(=O)=O)cc4)C(C)C3)c(F)c21 (stereo not drawn)
    91	117	104	105	104	109	103	103
> CCCCCNCC(=O)Nc1ccc(C(=O)OCCCCC)cc1
    94	49	95	99	88	113	101	91

Below each compound: UACC-62	HOP-92	EKVX	M14	HOP-62	MALME-3M	UACC-257	A549/ATCC
> COc1ccc(C(O)c2cc3c(N)c(C(=O)Nc4cccc(Br)c4)sc3nc2C)cc1 (stereo not drawn)
    13	25	46	12	24	32	46	11
> O=c1[nH]n(C(=S)N/N=C/c2ccc([N+](=O)[O-])cc2)c(=O)c2ccccc12
    94	115	97	104	105	94	98	108
> CSc1nc(C)c(C(=O)CCN2CCOCC2)s1
    91	105	98	101	98	98	94	94
> CCCSc1ncnc2[nH]ncc12
    111	.	79	112	104	123	109	107
> C=C1C(=O)O[C@H]2[C@H]1CC/C(COC(=O)NCc1ccc(Cn3c(=O)sn(CCCI)c3=O)cc1)=C\CC[C@@]1(C)O[C@@H]21
    16	-29*	92	-42*	96	-75*	29	95
> O=C(O)C1OCC2(CO1)COC(C(=O)O)OC2 (stereo not drawn)
    104	109	.	113	108	111	93	94
> CC(=O)Oc1cccc(S(=O)(=O)n2cc(C(=O)C(=O)Nc3ccncc3)c3ccccc32)c1
    71	71	51	102	87	90	94	73
> N#Cc1c(N)oc2c(-c3ccccc3)c3c(C#N)c(N)oc3cc12
    95	97	97	104	100	105	94	101
> O=c1c2cccc3c(Nc4c(F)cccc4F)ccc(c32)c2nc3ccccc3n12
    87	64	.	100	86	94	.	82
> COc1ccc(C(C)=O)cc1S(=O)(=O)NNC(=O)c1ccncc1
    93	53	94	89	95	93	95	96

Below each compound: UACC-62	HOP-92	EKVX	M14	HOP-62	MALME-3M	UACC-257	A549/ATCC
> COc1ccccc1/C=N/NC(=O)CSc1nc2ccccc2c(=O)n1CCc1ccc(S(N)(=O)=O)cc1
    34	.	58	54	37	63	85	72
> O=C(NCCc1ccccn1)OCc1nc2nc(Cl)nc(N3CCOCC3)c2[nH]1
    25	22	72	4.1*	27	68	31	43
> COc1cc(C2=NN(C(C)=O)C(c3cn(S(=O)(=O)c4cccc5cccnc45)c4ccccc34)O2)cc(OC)c1OC (stereo not drawn)
    75	56	74	83	74	84	100	107
> C=C1CC[C@@H]2[C@]3(C)COC(c4cccs4)O[C@@H]3CC[C@@]2(C)[C@@H]1CC(O)C1=CCOC1=O (stereo partly drawn)
    93	120	106	.	113	104	98	99
> CNC(=O)OCc1snc(-c2ccccc2)c1COC(=O)NC
    102	75	.	99	111	113	.	102
> CC(=O)/C(C=NC(=O)c1ccccc1)=C(/C)O
    104	95	104	105	97	101	88	92
> O=C(O)CC1CC1(Cl)Cl (stereo not drawn)
    106	94	102	103	113	109	105	106
> COc1ccc(/C=N/NC(=O)c2ccncc2)c(OC)c1OC
    104	96	110	108	109	101	94	102
> CCOC(=O)c1ccccc1C(=O)c1ccccc1
    100	.	99	105	93	104	112	106
> Cc1cnc2[nH]cc(-c3csc(-c4c[nH]c5ncccc45)n3)c2c1
    75	.	66	77	93	101	100	100

Below each compound: UACC-62	HOP-92	EKVX	M14	HOP-62	MALME-3M	UACC-257	A549/ATCC
> COc1ccc2nc(-c3ccc(-n4c(=O)c5cccnc5n(-c5ccccc5)c4=O)cc3)sc2c1
    97	126	98	106	119	110	96	90
> O=C(O)C(C1CCCCC1)C1(O)CCCC1 (stereo not drawn)
    87	92	119	103	102	111	87	93
> O=C(Cn1c2ccccc2c2ccncc21)N/N=C/c1ccncc1
    98	101	108	112	98	105	86	93
> Cc1[nH][nH]c(=O)c1N=Nc1ccc(S(=O)(=O)N=C(N)N)cc1
    104	98	112	118	107	116	116	110
> CCCn1cnc2c(c1=N)C(c1ccc(Br)cc1)c1sc3c(F)cccc3c1O2 (stereo not drawn)
    59	52	69	93	78	102	103	92
> COc1ccc(-n2cnc3c(N)nc(N)nc32)cc1
    96	56	89	101	106	108	102	103
> Cc1nc(-c2cc3ccccc3oc2=O)ccc1C(=O)/C=C/c1ccccn1
    71	80	84	80	103	88	101	66
> CCCCCCCCCCOC(=O)c1ccc(Cl)cc1
    100	108	98	98	114	116	114	109
> CC1CCCCN1CCCNC(=O)c1ccc2c(c1)sc1nc(-c3ccc(F)cc3)cn12 (stereo not drawn)
    100	83	.	97	91	98	124	108
> COC(=O)C1Cc2c([nH]c3ccccc23)C2CCC(=O)N12 (stereo not drawn)
    100&101	85	.	101&103	100&111	96&102	95&104	105&102

Below each compound: UACC-62	HOP-92	EKVX	M14	HOP-62	MALME-3M	UACC-257	A549/ATCC
> CCCCCOC(=O)c1cccc(NC(=O)CNCC(C)C)c1
    114	90	106	105	106	147	110	115
> Cc1cn([C@H]2C[C@H](N=[N+]=[N-])[C@@H](CO)O2)c(=O)[nH]c1=O
    107	.	96	97	106	.	101	91
> N/C(=N\S(=O)(=O)c1cccc(Br)c1)Nc1nc2ccccc2s1
    78	79	91	102	78	108	96	91
> NC(=O)C(O)(c1ccccc1)c1ccccc1
    96	83	100	97	92	113	92	91
> COc1ccc(C(C)=C(c2ccc(OCCN3CCCC3)cc2)c2ccc(OCCN3CCCC3)cc2)cc1
    106	88	93	114	105	101	116	102
